human PMI inhibitors – MPI inhibition at elevated mannose 6-phosphate – biochemical, fluorescence intensity, high mannose 6-phosphate, primary screen (AID 1220). 190,000 compounds, 0.66% hits. recombinant PMI enzyme, coupled fluorescence intensity; higher % means a stronger effect. inhibition, % at 20 µM; hits with a dose series show IC50 in µM
human PMI inhibition – MPI enzyme activity inhibition – biochemical, fluorescence intensity, coupled assay, primary screen (AID 1209); 190,000 compounds, 0.42% hits; purified PMI enzyme, coupled fluorescence intensity; higher % means a stronger effect; inhibition, % at 20 µM, or IC50 in µM where a hit was titrated;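 further: plate controls were DMSO vehicle for no effect and wells lacking substrate for full effect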
XIAP antagonists – small molecules displacing peptide from XIAP – biochemical, IAP family, fluorescence polarization (AID 1018); XIAP BIR domain, fluorescence polarization peptide displacement; higher % means a stronger effect; one-dose displacement, % at 20 µM; IC50 in µM for titrated hits; 200,000 compounds, 0.007% hits; in the data active means displacement above about 50%; further: a part of the inactive calls stands beside numbers as strong as those of hits
Myeloid diff MLP – myeloid differentiation induction; ER-HoxA9 myeloid progenitors, lysozyme-GFP differentiation, flow cytometry; calls only at 10 µM; 360,000 compounds, 1% hits;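 active means normalized GFP-positive differentiation at or above the plate's own cutoff, the solvent-only control mean plus 3 SD; inconclusive means no clear call, values can overlap the other calls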;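 further: cells exposed to compound for four days before flow analysis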
RSV antiviral HEp-2 – RSV antiviral activity via CPE protection, HEp-2 cells, primary 10 µM value included (AID 2391) | 310,000 compounds, 0.13% hits | one-dose CPE inhibition, % at 10 µM; IC50 in µM for titrated hits | HEp-2 cells, RSV-induced CPE inhibition; higher % means a stronger effect; in the data active means a potency from the dose series; inconclusive means CPE inhibition mostly from about 23% at the one dose, without a potency; inactive means the rest, 99 in 100 with CPE inhibition below about 21%; further: strong numbers were not always called active
TNAP activators – stimulation of alkaline phosphatase TNAP activity – biochemical, luminescent, no phosphate acceptor, uHTS, primary screen (AID 1001). purified TNAP, luminescent activation assay, no phosphate acceptor; higher activation fold means a stronger effect. 200,000 compounds, 0.03% hits. activation fold at 20 µM, or EC50 in µM where a hit was titrated; in the data active means activation fold from about 3, or a potency from the dose series; inactive means the rest, 99 in 100 with activation fold below about 1.6; further: many of its hits are not listed in these tables
Siah-1 displacement – blockers of Siah-1 interaction with plectin peptide – biochemical, fluorescence polarization, rhodamine-plectin, uHTS, primary screen (AID 1817) | Siah-1 / rhodamine-plectin peptide fluorescence polarization; higher % means a stronger effect | displacement, % at 20 µM; hits with a dose series show IC50 in µM | 290,000 compounds, 0.02% hits;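 active means displacement of at least 50% at 20 µM, with a fluorescence ratio check between 0.3 and a set limit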;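 further: plate controls were Siah plus tracer with DMSO for no effect and tracer alone without Siah for full effect; strong numbers were not always called active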
Salmonella PhoP GFP – inhibitors of PhoP regulon expression, primary screen, Salmonella Typhimurium, GFP reporter (AID 1863). S. Typhimurium PhoP-regulated promoter GFP reporter, 4 h; higher % means a stronger effect. inhibition, % at 50 µM; hits with a dose series show IC50 in µM. 300,000 compounds, 0.16% hits;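 active means inhibition over 29.93%, a cutoff 3 SD above the screen mean, later confirmed by dose response; inconclusive means inhibition over 29.93% but no dose response follow-up; inactive means inhibition at most 29.93% or unconfirmed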;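 further: 0% = low Mg2+ inducing control and 100% = high Mg2+ repressing control; strong numbers were not always called active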
WT yeast gro inh – growth inhibition of WT yeast, mitochondrial fusion screen; mitochondrial fusion phenotypic screen, WT strain; inhibition, % at 10 µM; 190,000 compounds, 2.1% hits; AID 1362; in the data active means inhibition above about 58%; tested in S. cerevisiae
WT yeast gro inh mutant strain – also measured in WT yeast gro inh; calls as there; inhibition, %; mitochondrial fusion phenotypic screen, mutant strain inhibition
Myeloid diff MLP GFP+ MAC1+ % – further read-out of Myeloid diff MLP, marked with its call; GFP+ MAC1+ double positive, %; measured here: differentiation confirmed by MAC1 staining
* = called active by the depositor; i = inactive; ? = inconclusive; . = not tested or not shown; & = joins results of further samples. Unless noted, no stated cut-off is given here; in the data, active means inhibition above about 50%; inactive means the rest.

SMILES | human PMI inhibitors | human PMI inhibition | XIAP antagonists | Myeloid diff MLP | Myeloid diff MLP GFP+ MAC1+ % | RSV antiviral HEp-2 | TNAP activators | Siah-1 displacement | Salmonella PhoP GFP | WT yeast gro inh | WT yeast gro inh mutant strain
CCN(CC)S(=O)(=O)c1ccc2c(c1)nc(CCC(=O)OCC(=O)Nc1c(F)cccc1F)n2C | -2% | 4% | -0.2% | i | 1.6 | 1.9% | 1.1 | -1% | 3% | 23 | -7
CC(C)(O)C#Cc1ccc(C(=O)NC2CCCCC2)s1 | -6% | -6% | -2.4% | i | 0.3 | 0.6% | 1.1 | 3% | -6% | -1 | 14
O=C(c1ccc(Cl)cc1)c1coc2ccc(O)cc12 | 4% | 2% | -12% | i | 0.5 | 6.1% | 1.1 | 0% | 1% | -15 | -6
CCN(c1ccccc1)P(=O)(Nc1ccccc1)Nc1ccccc1 | . | . | . | i | 0.4 | -1.8% | . | -1% | -6% | . | .
O=C(O)CC1(CC(=O)NCc2ccc(-c3cccs3)cc2)CCCCC1 | . | . | . | i | 1.0 | 2.5% | . | -7% | 11% | . | .
CC1CNCCN1S(=O)(=O)c1cccc2cnccc12 (stereo unspecified) | -38% | -28% | -16% | i | 1.3&2.9 | -1.2%&-2.2% | 1.1 | 2% | -6%&-1% | -8 | -8
O=C(c1ccco1)N1CCN(C(=O)c2snc3ccc(Cl)cc23)CC1 | 1% | 6% | -4.0% | i | 0.7 | 1.1% | 1 | 1% | -2% | 23 | 4
Cc1sc(NC(=O)COc2cccc(-n3cnnn3)c2)c(C#N)c1C | 14% | -1% | -3.1% | ? | . | 1.5% | 1 | 2% | 0% | -20 | -14
COc1ccc(NC(=O)C2Cc3cccc(OC)c3O/C2=N\O)cc1 (stereo unspecified) | . | . | . | i | 0.7 | 0.4% | . | -2% | 6% | . | .
c1ccc(-c2nc3nc4ccccc4nc3n2Cc2ccco2)cc1 | -23% | -16% | -8.8% | i | 1.3 | 0.9% | 1 | -5% | -5% | 5 | 18
Cc1ccc(N(CC(=O)Nc2ccccc2-c2ccccc2)S(=O)(=O)c2ccccc2)c(C)c1 | -12% | -3% | -0.9% | i | 0.3 | 18% | 1.2 | 4% | 5% | -7 | -13
c1ccc(OCCSc2nnnn2C2CCCCC2)cc1 | -2% | -5% | -2.6% | i | 1.5 | 3.9% | 1.1 | 2% | . | . | .
CSCCC(NC(N)=O)C(=O)N(C)CC(=O)Nc1cc(C)ccc1C (stereo unspecified) | 4% | 0% | -6.1% | i | 1.0 | -0.3% | 1.1 | 2% | -1% | -3 | -2
CCSc1ncc(C)cc1[N+](=O)[O-] | 0% | 3% | -49% | i | 0.2 | 1.8% | 1.1 | -10% | -7% | 0 | 13
CC(C)OCCCn1c(SCC(=O)N2CCc3ccccc32)nc2ccccc2c1=O | -2% | 4% | -2.6% | i | 0.0 | 1.0% | 1 | 14% | 0% | -8 | 1
COC(=O)c1cccc(NC(=O)Cc2coc3cc(OC)ccc23)c1 | 12% | 7% | -4.9% | i | 0.6 | 0.6% | 1.1 | 4% | 16% | 9 | 2
COc1ccc(-n2cnnc2SCC(=O)N2CCN(S(=O)(=O)c3ccccc3)CC2)cc1 | -10% | -5% | -6.3% | i | 0.7 | 0.8% | 1.2 | -1% | 2% | -5 | -9
CC(=O)/C(=N/Nc1ccc([N+](=O)[O-])cc1)N1CCCc2ccccc21 | . | . | . | i | 0.6 | 2.2% | . | -1% | -4% | . | .
C=CCNC(=O)/C(C#N)=C\c1cc(Cl)c(O)c(OCC)c1 | 42% | 20% | -4.0% | i | 2.1 | -1.3% | 0.9 | -2% | 23% | 7 | 10
CN(CCOc1ccccc1)CC(=O)Nc1ccc(Cl)cc1[N+](=O)[O-] | 0% | -4% | -9.5% | i | 1.0 | 12% | 1.1 | 8% | 7% | 40 | 37
CCOc1ccc(S(=O)(=O)Nc2ccc3c(c2)c2c(n3S(=O)(=O)c3ccc(OCC)cc3)CCCC2=O)cc1 | 2% | 7% | -3.2% | . | . | 3.0% | 1.1 | 5% | -11% | -11 | 14
Cc1cccc(OCC(O)Cn2c(=N)n(Cc3ccccc3)c3ccccc32)c1 (stereo unspecified) | . | . | . | i | 0.6 | ? | . | -2% | -4% | . | .
Cc1cc2cc(CN(CCN3CCOCC3)C(=O)Nc3ccccc3F)c(=O)[nH]c2cc1C | -6% | 1% | 1.4% | i | 0.4 | -0.2% | 1.1 | -6% | -11% | 42 | 34
COc1ccc(NC(=O)C2CCCN(c3nccc(C)n3)C2)cc1 (stereo unspecified) | -4% | -7% | -4.0% | i | 0.7 | 0.5% | 1.1 | 7% | 0% | -3 | -2
COc1ccc(-c2cc3nc4ccccc4n3c(N)c2C#N)cc1 | . | . | . | i | 0.3 | 3.1% | . | 23% | -6% | . | .
Next part:
SMILES | human PMI inhibitors | human PMI inhibition | XIAP antagonists | Myeloid diff MLP | Myeloid diff MLP GFP+ MAC1+ % | RSV antiviral HEp-2 | TNAP activators | Siah-1 displacement | Salmonella PhoP GFP | WT yeast gro inh | WT yeast gro inh mutant strain
Cc1oc(-c2cccc(C(F)(F)F)c2)nc1CN1CCOCC1 | 12% | 11% | -1.3% | i | 0.5 | 6.3% | 1.1 | -2% | -3% | 1 | 11
COCCn1c(C)cc(C(=O)COC(=O)c2ccc(NC(=O)CC#N)cc2)c1C | 2% | 2% | -9.7% | i | 0.5 | 1.4% | 1.1 | -4% | 8% | -37 | -16
COc1ccc(C(C)NC(=O)C2CCCO2)cc1OC (stereo unspecified) | 3% | 10% | -12% | i | 0.9 | 0.2% | 1.1 | -2% | 1% | -2 | -8
COc1ccc(NS(=O)(=O)c2ccc(NC(=O)C3CCCO3)cc2)cc1 (stereo unspecified) | 9% | 16% | -22% | i | 0.9 | 9.9% | 1.1 | 3% | -3% | 0 | -1
Fc1ccc(NC(=S)NCCc2ccccc2)c(F)c1F | 13% | 10% | -4.9% | i | 1.9 | 0.2% | 1 | -5% | -7% | 8 | 23
Cn1c(/C=C(\C#N)C(N)=S)ccc1-c1ccc(Br)cc1 | -8% | -14% | -0.7% | i | 1.4 | . | 1 | 4% | 0% | 8 | 9
CC(NC(=O)Cc1ccccc1F)c1ccc(F)cc1 (stereo unspecified) | 0% | -11% | -8.9% | i | 0.3 | 0.1% | 1.1 | -1% | 2% | -2 | -23
CCN(CC)c1ccc2cc(NC(=O)CCC(=O)O)c(=O)oc2c1 | 11% | 15% | 0.4% | . | . | -2.8% | 1.2 | 5% | -36% | 35 | 13
CCC(CC)=NNc1ccc([N+](=O)[O-])cc1[N+](=O)[O-] | -8% | -12% | -7.2% | i | 0.1 | 11% | 0.9 | 0% | -10% | -3 | 14
CCOC(=O)CSC1=NC(=O)/C(=C/c2ccc(OC)cc2)S1 | -6% | 7% | -0.2% | i | 0.3 | 0.8% | 1.2 | 0% | 7% | 18 | 3
Cc1nc(C)c(-c2ccc(SCC(=O)Nc3cccc(F)c3)nn2)s1 | . | . | . | i | 0.8 | 1.8% | . | 1% | -2% | . | .
Nc1n[nH]c(N)c1N=Nc1cccc(F)c1 | 10% | 10% | -0.8% | i | 0.2 | -0.8% | 1.1 | -3% | 16% | -4 | -14
CCC(=O)NCCc1nc2cc(NC(=O)c3ccccc3Cl)ccc2n1C | . | . | . | i | 0.3 | 0.1% | . | -2% | -4% | . | .
Cc1cccc(C2c3[nH]c4ccccc4c3CCN2Cc2cnn(-c3ccc(F)cc3)c2)n1 (stereo unspecified) | 8% | 10% | -8.2% | i | 0.4 | 1.3% | 1 | -5% | -1% | 19 | 21
CN1C(C(=O)NCc2cccc(Br)c2)CC2Cn3c(nc4cc5ccccc5cc43)C21 (stereo unspecified) | . | . | . | i | 2.0 | 10% | . | 3% | -3% | . | .
CCCCN=C1NN=C(c2cc3ccccc3o2)CS1 | -17% | -13% | -5.7% | i | 0.4 | 15% | 1 | 0% | -1% | 3 | -11
Cc1ccc2nc(-c3ccc(NC(=O)COCC(=O)O)cc3)sc2c1 | . | . | . | i | 0.6 | 0.3% | . | 10% | -13% | . | .
O=C(c1cnc(Cl)c(Cl)c1)N1CCC(Cc2ccccc2)CC1 | 12% | 7% | -5.7% | i | 1.1 | 1.7% | 1.2 | 6% | 5% | 36 | 17
Cn1ncc2c(Nc3ccc(Cl)c(Cl)c3)ncnc21 | . | . | . | i | 1.3 | 12% | . | 9% | -2% | . | .
CC/C(C)=N/Nc1nc(-c2cc3cccc(OC)c3oc2=O)cs1 | . | . | . | i | 0.9 | 8.5% | . | 19% | -7% | . | .
CCSc1cc(N2CCOCC2)nc(-c2ccccc2)n1 | 11% | 13% | 2.8% | i | 0.3 | 14% | 1.1 | 4% | -11% | -14 | -10
COc1ccccc1NS(=O)(=O)c1cc(NC(=S)NCC2CCCO2)ccc1C (stereo unspecified) | 11% | 10% | -15% | . | . | 0.4% | 1 | 1% | 3% | 2 | -16
N/C(=N\OC(=O)Oc1ccccc1)c1cccc([N+](=O)[O-])c1 | -9% | -16% | 0.6% | i | 1.4 | 0.5% | 1 | -4% | -7% | -9 | 0
CC(C)(C)NC(=O)COc1ccc(CNCCc2ccccc2)cc1 | 0% | -3% | -6.5% | i | 0.6 | -1.2% | 1.1 | 0% | 0% | -20 | 12
Cc1cc(N(CCO)CCO)ccc1N=Nc1cc(F)ccc1F | 14% | 5% | -7.1% | i | 0.2 | ? | 0.6 | -8% | 2% | 7 | 12
Continuation:
SMILES | human PMI inhibitors | human PMI inhibition | XIAP antagonists | Myeloid diff MLP | Myeloid diff MLP GFP+ MAC1+ % | RSV antiviral HEp-2 | TNAP activators | Siah-1 displacement | Salmonella PhoP GFP | WT yeast gro inh | WT yeast gro inh mutant strain
COc1ccc(CCN(C)C(=O)c2cnc(C)cn2)cc1OC | . | . | . | i | 0.2 | 0.6% | . | 4% | 3% | . | .
CC(C)C[C@H](NC(=O)[C@H](Cc1ccccc1)n1c(=O)[nH]c2ccccc2c1=O)C(=O)N1CCC[C@H]1C(=O)O | . | . | . | i | 2.8 | 0.5% | . | 0% | -1% | . | .
Cc1ccsc1C(=O)N1CCN(S(=O)(=O)c2cccs2)CC1 | -6% | -2% | -5.9% | i | 0.6 | 0.1% | 1 | 4% | 2% | -8 | 12
O=C(c1cc(-c2ccccc2Cl)nc2ccccc12)N1CCOCC1 | . | . | . | i | 2.1 | 2.5% | . | 1% | 2% | . | .
Cc1cc(C)cc(-n2nnc(C(=O)NCc3ccccc3)c2N)c1 | 12% | 9% | -2.7% | i | 2.6 | 0.8% | 1 | -6% | -1% | 3 | 4
CCCNC(=O)COc1coc(CN2CCN(Cc3ccccc3)CC2)cc1=O | . | . | . | i | 1.4 | 1.4% | . | 52% | 6% | . | .

Results in Siah-1 displacement and human PMI inhibitors (2 entries from above):
mol	Siah-1 displacement	human PMI inhibitors
O=C(c1cc(-c2ccccc2Cl)nc2ccccc12)N1CCOCC1	1%	.
Cc1cc(C)cc(-n2nnc(C(=O)NCc3ccccc3)c2N)c1	-6%	12%
